Screening results from PubChem.
Rab7 wt GTP bind: dog Rab7 wildtype GTP binding, inhibitors and activators; GTP binding activity (percent of control), % at 10 µM; GST-Rab7 beads, fluorescent GTP binding, flow cytometry; actives lie on both sides; untreated = 100%, excess cold GTP = 0%; 190,000 compounds, 0.055% hits;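 active = fluorescent GTP binding to Rab7 beads changed by at least 20 points from the 100% baseline, either direction, mostly lower; inconclusive = compound itself probably fluorescent, or too few beads counted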;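 also: median green fluorescence of bound Bodipy-FL-GTP per Rab7 bead population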
Bim-Mcl-1: disrupts Bim peptide binding to human Mcl-1 | Bead-based flow cytometry, Bim peptide-Mcl-1 binding | inhibition, % at 10 µM | 190,000 compounds, 0.1% hits | AID 1009; in the data active = inhibition above about 40%;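 also: 0% = no compound tracer wells and 100% = peptide blocker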
Rac1 wt GTP bind: modulators of human Rac1 wildtype GTP binding; GST-Rac1 beads, fluorescent GTP binding, flow cytometry; actives lie on both sides; 0 = cold GTP competed, 100 = untreated; GTP binding activity (% of control), % at 10 µM; 190,000 compounds, 0.27% hits;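 active = GTP binding activity at least 20 points away from the 100% control level, either lower or higher; inconclusive = compound flagged as likely green fluorescent, judged across all proteins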
Mcl1 Bid PPI: disrupts binding of human Mcl-1 to Bid peptide; inhibition, % at 21.7 µM; AID 1021; Q07820; TR-FRET Mcl-1/Bid-Dy647 peptide binding, 1536-well; 220,000 compounds, 0.97% hits;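 active = compounds that cut the binding signal by more than half at the single screening dose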;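 also: His-tagged Mcl-1 with europium anti-His antibody binding Bid BH3 peptide; 0% = Mcl-1 plus peptide wells and 100% = peptide-only wells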
Mcl1-Noxa inh: disrupts binding of human Mcl-1 to Noxa peptide | Q07820 | TR-FRET Mcl-1/Noxa peptide binding, 2 h | inhibition, % at 21.7 µM | 220,000 compounds, 1.5% hits;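 active = compounds that cut the protein-peptide binding signal by more than 50% relative to plate controls in a single-dose test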;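 also: His-tagged Mcl-1 with rhodamine Noxa BH3 peptide and terbium anti-His antibody; 0% = Mcl-1 plus Noxa peptide wells and 100% = peptide-only wells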
Cdc42 wt GTP: changes GTP binding to wildtype human Cdc42 | AID 761 | P60953 | GST-Cdc42 beads, Bodipy-GTP binding, flow cytometry; actives lie on both sides | 190,000 compounds, 0.2% hits | percent activity (GTP binding), % at 10 µM;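 active = percent activity GTP binding at least 20 points away from the 100% baseline, either down as inhibitor or up as activator; inconclusive = compound flagged as likely green fluorescent from well-wide comparison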;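 also: median bead fluorescence of bound Bodipy-FL-GTP at 100 nM; 0% = excess unlabeled GTP control and 100% = no compound control; below 100% means less GTP binding so inhibitor and above means activator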
Target sequence (P60953 whole entry, looked up): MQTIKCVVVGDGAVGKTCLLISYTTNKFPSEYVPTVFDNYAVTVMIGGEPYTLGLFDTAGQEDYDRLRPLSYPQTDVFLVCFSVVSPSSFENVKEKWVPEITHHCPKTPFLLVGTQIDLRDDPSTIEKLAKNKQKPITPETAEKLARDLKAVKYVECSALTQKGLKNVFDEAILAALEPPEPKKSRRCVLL
RGS8-Gao: human RGS8-Galphao interaction regulation | multiplexed bead flow cytometry, RGS8-Galphao binding; actives lie on both sides | response (percent of control binding), % at 10 µM | 220,000 compounds, 0.34% hits | AID 1423; in the data active = response below about 60% or above about 140%; inactive = in between;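 also: Galphao activated as the GDP aluminium fluoride complex binding bead-coupled RGS8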
Target sequence (P09471 whole entry, looked up): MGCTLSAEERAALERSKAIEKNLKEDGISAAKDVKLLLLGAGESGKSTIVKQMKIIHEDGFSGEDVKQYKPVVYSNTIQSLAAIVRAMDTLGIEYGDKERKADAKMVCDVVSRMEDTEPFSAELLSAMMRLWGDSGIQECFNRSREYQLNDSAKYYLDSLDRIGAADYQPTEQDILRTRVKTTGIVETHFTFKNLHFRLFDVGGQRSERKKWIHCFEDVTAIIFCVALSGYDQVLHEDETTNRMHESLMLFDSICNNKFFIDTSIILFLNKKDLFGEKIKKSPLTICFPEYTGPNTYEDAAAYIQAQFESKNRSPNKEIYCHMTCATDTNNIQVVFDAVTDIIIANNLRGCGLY
Rac1 mut GTP: alters GTP binding to activated mutant human Rac1. GST-Rac1 activated beads, fluorescent GTP binding, flow cytometry; actives lie on both sides; 100% means binding = to untreated wells. P63000. percent activity (GTP binding), % at 10 µM. 190,000 compounds, 0.11% hits;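 active = GTP binding at least 20 percentage points away from the 100% baseline, in either direction, so actives lie on both sides; inconclusive = Compound likely fluorescent itself, or too few beads counted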
Pf gametocyte: inhibitors of late stage P. falciparum gametocyte viability; P. falciparum stage V gametocytes, ATP luminescence, 24 h; 150,000 compounds, 0.065% hits; inhibition, % at 10.9 µM;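 active = inhibition above the mean plus 3 SD of compounds within the control limits, set per campaign, cut at about 38% in these data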;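 also: 0% = DMSO wells and 100% = medium only without gametocytes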
Rab2 wt GTP: changes GTP binding to wildtype dog Rab2A, up or down | 190,000 compounds, 0.19% hits | P61105 | GST-Rab2 wt beads, Bodipy-GTP binding, flow cytometry | GTP binding activity, % at 10 µM;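 active = GTP binding activity at least 20 points away from 100%, either lowered or raised; inconclusive = signal likely due to the compound's own green fluorescence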;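 also: 0% = beads with excess unlabeled GTP and 100% = no-compound control corrected for plate trend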
HRas wt GTP: human HRas wildtype GTP binding, change in either direction; GTP binding activity, % at 10 µM; 190,000 compounds, 0.14% hits; GST-Ras wt beads, Bodipy-FL-GTP binding, flow cytometry; actives lie on both sides; AID 759; P01112;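 active = GTP binding activity at least 20% away from the 100% baseline, either lowered as inhibitor or raised as activator; inconclusive = flagged as likely green fluorescent, judged across all proteins in the well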;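 also: 0% = unlabeled GTP competition control and 100% = no-compound control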
Target sequence (P01112 whole entry, looked up): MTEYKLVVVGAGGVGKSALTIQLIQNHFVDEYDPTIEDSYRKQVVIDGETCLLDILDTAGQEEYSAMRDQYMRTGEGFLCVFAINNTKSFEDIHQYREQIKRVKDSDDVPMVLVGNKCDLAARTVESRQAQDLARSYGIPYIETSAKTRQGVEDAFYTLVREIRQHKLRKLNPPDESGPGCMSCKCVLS
* = called active by the depositor; ? = inconclusive; · = no result given.

SMILES	Rab7 wt GTP bind	Bim-Mcl-1	Rac1 wt GTP bind	Mcl1 Bid PPI	Mcl1-Noxa inh	Cdc42 wt GTP	RGS8-Gao	Rac1 mut GTP	Pf gametocyte	Rab2 wt GTP	HRas wt GTP
Cc1ccc(S(=O)(=O)NCC(c2ccccc2)N2CCN(CCC#N)CC2)cc1 (stereo unspecified)	100.0	-3.0	106.0	0.8	-3.2	105.0	104.5	99.0	·	100.0	102.0
Cn1c(-c2ccccc2)c[n+]2c1CCCCC2	107.0	-1.0	102.0	-9.6	8.2	94.0	101.8	96.0	-1.6	99.0	99.0
CC1CC(C)CN(CCOc2cccc(Cl)c2Cl)C1 (stereo unspecified)	100.0	-1.0	101.0	39.1	21.5	102.0	102.4	98.0	-10.6	99.0	98.0
O=C(NCCc1ccc(Cl)cc1)Nc1ccc(F)cc1	94.0	0.0	97.0	-14.4	14.6	94.0	99.1	94.0	5.5	94.0	92.0
CN(C)c1nc(N)nc(CSc2ccccn2)n1	95.0	-6.0	100.0	4.5	8.3	103.0	103.3	102.0	·	103.0	104.0
COCCNC(=O)CNC(c1ccccc1)c1ccccc1	99.0	-3.0	101.0	3.0	30.3	99.0	100.2	96.0	·	97.0	96.0
CCN(CC(=O)Nc1cccc(C(C)=O)c1)S(=O)(=O)c1ccccc1	97.0	0.0	101.0	-34.5	1.5	97.0	97.2	98.0	-14.4	97.0	98.0
CNc1nc(N)nc(OC(C(F)(F)F)C(F)(F)F)n1	96.0	0.0	96.0	-15.1	17.0	96.0	99.5	93.0	17.1	97.0	96.0
COCCOC(=O)c1c(C)nc(SCC(=O)Nc2ccc(OC)cc2)c(C#N)c1-c1ccco1	100.0	1.0	104.0	-6.3	-5.2	103.0	101.7	102.0	-40.2	99.0	101.0
O=C(NCC1CCCO1)c1ccc(OC2CCN(C(=O)C3CC3)CC2)cc1 (stereo unspecified)	104.0	-1.0	97.0	-37.7	11.2	102.0	94.8	96.0	4.9	99.0	99.0
Nc1[nH]c(=S)nc2nc(-c3ccccc3)c(-c3ccccc3)nc12	97.0	2.0	79.0*	-44.7	34.0	78.0*	89.3	86.0	-5.7	84.0	83.0
O=C(COC(=O)c1ccc2ccccc2n1)c1ccccc1	107.0	-2.0	98.0	-24.2	0.8	100.0	100.2	97.0	-15.3	100.0	100.0
O=c1ccc(C(F)(F)F)cn1Cc1cc(=O)n2cc(Br)ccc2n1	?	-5.0	?	-23.7	9.8	?	93.7	?	-8.0	?	?
CC(C)c1ccccc1NC(=O)c1cnccn1	100.0	0.0	105.0	-17.5	8.8	104.0	97.6	101.0	·	102.0	102.0
COc1ccc(CNCC(O)(c2ccc(F)cc2)c2ccc(F)cc2)cc1	101.0	-5.0	103.0	-17.4	14.6	104.0	102.3	100.0	·	102.0	99.0
CNc1nnc(-c2cc3ccccc3oc2=O)s1	103.0	0.0	104.0	-24.6	3.9	103.0	105.5	97.0	-6.8	101.0	101.0
Cc1ccc(NC(=O)OCc2cc(-c3ccccc3)on2)cc1	95.0	0.0	94.0	-43.1	-14.4	91.0	97.4	91.0	-11.1	90.0	93.0
COc1ccc(-c2nnc(CSc3nc4ccccc4c(=O)n3CC(C)C)o2)cc1OC	96.0	3.0	95.0	1.1	-25.7	93.0	102.4	93.0	0.2	94.0	96.0
O=C(O)CN1C(=O)SC(Nc2ccccc2)C1=O (stereo unspecified)	95.0	-1.0	104.0	-11.7	12.6	100.0	75.6	97.0	-12.6	99.0	99.0
O=C1CC(c2ccccc2)CC(O)=C1C=NCCN1CCOCC1 (stereo unspecified)	101.0	0.0	109.0	1.2	16.2	105.0	102.1	101.0	·	101.0	102.0
Cc1cc(N2CCN(c3cccc(C(F)(F)F)c3)CC2)n2nc(C)nc2n1	93.0	0.0	94.0	-24.7	5.8	95.0	101.2	95.0	17.3	93.0	95.0
Cc1ccc(NC(=O)C(OC(=O)c2ccc(O)cc2)c2ccccc2)cc1Cl (stereo unspecified)	105.0	-6.0	103.0	-0.1	-0.3	100.0	108.1	98.0	·	100.0	99.0
COc1cc(OC)c(N(C)S(=O)(=O)c2cccc(C(=O)OCC(=O)NCc3ccco3)c2)cc1Cl	93.0	-1.0	97.0	2.0	4.3	94.0	101.5	95.0	15.2	95.0	96.0
COc1ccc(S(=O)(=O)n2[nH]c(=O)c(CCO)c2C)c([N+](=O)[O-])c1	100.0	0.0	97.0	-33.6	14.5	97.0	101.8	96.0	14.7	98.0	97.0
Cc1nc(C(=O)N2CCc3c([nH]c4ccccc34)C2c2ccccn2)cs1 (stereo unspecified)	99.0	-3.0	99.0	-20.6	-1.5	98.0	104.3	96.0	-8.8	99.0	97.0
O=S(=O)(Nc1nc2ccccc2nc1NCc1ccco1)c1ccc(Cl)cc1	94.0	-2.0	90.0	15.6	22.1	95.0	95.9	92.0	·	95.0	95.0
CCOC(=O)N1CCC2(O)CCCCC2C1c1ccc(F)cc1 (stereo unspecified)	93.0	1.0	98.0	14.7	17.6	101.0	105.2	97.0	19.2	97.0	98.0
CCO/N=C(/C)c1c(O)cc(-c2ccccc2)n(-c2ccccc2)c1=O	98.0	-3.0	101.0	-30.7	8.7	100.0	103.5	102.0	9.1	100.0	102.0
Clc1ccc(-c2n[nH]c3c2CCC3)cc1Cl	?	-2.0	?	13.2	22.8	?	101.0	?	-4.6	?	?
O=C(Nc1ccc(-c2nc3ccccc3o2)cc1)c1ccc(N2CCOCC2)c([N+](=O)[O-])c1	99.0	-1.0	100.0	6.0	15.8	102.0	102.6	100.0	·	102.0	102.0
COc1ccccc1N1CCN(S(=O)(=O)c2ccc3c4c(cccc24)C(=O)N3)CC1	98.0	0.0	99.0	-3.2	10.5	99.0	108.4	98.0	13.5	97.0	98.0
O=C(NC1CCCCC1)c1ccccc1NC(=S)NC(=O)C1CC1	91.0	-4.0	102.0	-11.9	9.1	96.0	106.2	99.0	4.0	95.0	96.0
CN1CCC(OC(=O)c2ccco2)CC1	99.0	0.0	105.0	14.0	18.9	106.0	94.6	101.0	-1.8	102.0	102.0
CC(=O)Nc1sc(C)c(C)c1CN1CCN(Cc2ccccc2)CC1	98.0	3.0	101.0	-30.7	23.6	99.0	98.4	94.0	-2.4	98.0	100.0
CCN1CCC(CNCc2cn(-c3ccc(OC)cc3)nc2-c2ccccc2Cl)C1 (stereo unspecified)	96.0	0.0	101.0	-41.3	17.4	101.0	104.3	98.0	13.9	101.0	100.0
Cn1c(C(=O)N2CCN(C3CCCCC3)CC2)cc2c(=O)n(C)c3ccccc3c21	100.0	-3.0	105.0	-35.9	6.8	104.0	101.1	100.0	·	101.0	100.0
CC(C)CCSc1nnc(Cn2c(=O)sc3ccccc32)n1C	102.0	0.0	105.0	-3.9	-9.4	99.0	99.2	100.0	·	102.0	102.0
O=C1CCN(C(=O)Nc2ccccc2Cl)N1	101.0	-2.0	104.0	18.1	-0.5	102.0	102.5	96.0	-32.9	101.0	99.0
O=C(O)c1ccc2c(c1)C(=O)N(NC(=O)c1ccc(O)cc1)C2=O	96.0	-1.0	103.0	-4.1	12.9	101.0	96.1	98.0	·	100.0	99.0
CCCOC(=O)c1ccc(NC(=O)C(=O)NCCN(CC)CC)cc1	100.0	-1.0	105.0	5.4	-11.4	105.0	103.0	103.0	-1.1	98.0	100.0
Cc1ccc(-c2nnc(/C=C/c3ccccc3)o2)cc1	102.0	-1.0	103.0	-6.5	24.3	101.0	103.8	98.0	9.4	99.0	101.0
COc1ccc(CC(=O)NCc2n[nH]c(=S)n2-c2ccccc2)cc1	100.0	-3.0	95.0	-15.0	-11.0	93.0	102.5	94.0	6.3	99.0	96.0
CCOC(=O)CNC(=O)CSc1nnc(-c2cccc(OC)c2)n1CC	102.0	-2.0	104.0	-3.9	1.8	102.0	98.1	101.0	-1.9	102.0	103.0
O=C(O)CCC(=O)N1CCCC1	95.0	1.0	94.0	-6.3	-4.2	96.0	101.0	96.0	·	96.0	93.0
CN(C)C(=O)/C(=C\c1ccc(-c2cccc([N+](=O)[O-])c2)o1)NC(=O)c1ccccc1	101.0	0.0	98.0	-23.4	25.8	97.0	104.0	90.0	·	95.0	95.0
COC(=O)c1sccc1NC(=O)/C=C/c1c(Cl)cccc1Cl	97.0	0.0	97.0	-1.8	-12.7	103.0	100.5	98.0	·	102.0	102.0
C=CCN1C(c2ccc(OCC)cc2)=CS/C1=C(\C#N)c1nnc2n1CCCCC2	98.0	7.0	96.0	0.3	35.2	97.0	84.4	96.0	·	98.0	97.0
c1ccc(CSc2nnnn2-c2ccc3c(c2)OCCO3)nc1	92.0	0.0	98.0	-30.3	3.8	99.0	103.1	97.0	·	98.0	97.0
O=C(Cn1ccc2ccccc2c1=O)N1CCN(c2cccc(Cl)c2)CC1	98.0	-2.0	105.0	-16.2	1.9	108.0	100.4	103.0	·	107.0	108.0
Cc1ccnc2nc(C(=O)Nc3nnc(-c4ccc(Cl)cc4)o3)nn12	96.0	3.0	100.0	-60.8	16.7	97.0	102.0	95.0	7.1	97.0	98.0

(next part)
SMILES	Rab7 wt GTP bind	Bim-Mcl-1	Rac1 wt GTP bind	Mcl1 Bid PPI	Mcl1-Noxa inh	Cdc42 wt GTP	RGS8-Gao	Rac1 mut GTP	Pf gametocyte	Rab2 wt GTP	HRas wt GTP
CC(O)c1cc2c(cc1NC(=O)c1cnn3c1NC(c1ccco1)CC3C(F)(F)F)OCO2 (stereo unspecified)	103.0	1.0	106.0	-13.9	9.2	105.0	94.3	103.0	·	101.0	100.0
CC1(C)OC(=O)C(=CNc2ccc(F)cc2)C(=O)O1	98.0	0.0	97.0	-27.4	16.1	97.0	104.1	95.0	7.0	98.0	99.0
Cc1ccc(-c2nc3c(c(=O)[nH]c(=O)n3Cc3ccccc3)n2C)o1	103.0	0.0	101.0	38.0	97.0*	99.0	87.2	96.0	-1.7	99.0	99.0
Cc1ccc(C(=O)NC(NC(=S)Nc2ccc(S(N)(=O)=O)cc2)C(Cl)(Cl)Cl)cc1 (stereo unspecified)	98.0	-5.0	102.0	-9.3	14.9	99.0	92.8	100.0	·	98.0	97.0
COC(=O)CSc1nc2ncccc2[nH]1	102.0	-1.0	103.0	-2.2	15.9	98.0	105.4	98.0	-21.8	103.0	100.0
N/C(=N\c1nc(CSc2ccc(Cl)cc2)cc(=O)[nH]1)Nc1cccc2ccccc12	94.0	0.0	92.0	-1.1	17.4	95.0	112.8	95.0	9.9	96.0	97.0
